High-throughput results from PubChem.
ADAM10 inh = ADAM10 inhibition, QFRET primary screen | recombinant ADAM10, EDANS/DABCYL FRET peptide cleavage, 3 h | inhibition, % at 7 µM | 370,000 compounds, 0.62% hits;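 active = inhibition above a per-campaign cutoff equal to the mean of compounds falling between control-based bounds plus 3 SD, cut at about 20% in these data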;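 note: 0% = DMSO wells while the 100% control is not disclosed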
Target sequence (O14672 214-748 limits assumed): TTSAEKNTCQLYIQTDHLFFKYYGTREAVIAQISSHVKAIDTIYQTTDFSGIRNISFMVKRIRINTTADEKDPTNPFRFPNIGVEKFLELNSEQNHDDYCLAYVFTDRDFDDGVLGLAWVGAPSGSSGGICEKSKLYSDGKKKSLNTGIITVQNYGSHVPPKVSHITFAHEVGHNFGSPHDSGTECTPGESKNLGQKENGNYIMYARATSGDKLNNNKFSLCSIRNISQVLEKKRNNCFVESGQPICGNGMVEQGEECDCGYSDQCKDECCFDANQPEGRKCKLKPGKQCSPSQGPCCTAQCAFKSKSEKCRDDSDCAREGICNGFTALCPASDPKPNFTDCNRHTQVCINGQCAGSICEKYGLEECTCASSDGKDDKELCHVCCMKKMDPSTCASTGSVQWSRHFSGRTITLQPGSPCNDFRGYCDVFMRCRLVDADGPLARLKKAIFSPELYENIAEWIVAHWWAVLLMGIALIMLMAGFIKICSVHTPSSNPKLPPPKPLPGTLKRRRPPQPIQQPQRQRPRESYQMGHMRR
ASAP1 GAP inh = blocks human ASAP1-stimulated Arf1 GTP hydrolysis. AID 624377. GDP FP detection. inhibition, % at 16.5 µM. Q9ULH1. 360,000 compounds, 0.19% hits; in the data active = inhibition above about 25%;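 note: 0% = vehicle with enzyme and substrate and 100% = no enzyme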
Target sequence (Q9ULH1 325-724 limits assumed): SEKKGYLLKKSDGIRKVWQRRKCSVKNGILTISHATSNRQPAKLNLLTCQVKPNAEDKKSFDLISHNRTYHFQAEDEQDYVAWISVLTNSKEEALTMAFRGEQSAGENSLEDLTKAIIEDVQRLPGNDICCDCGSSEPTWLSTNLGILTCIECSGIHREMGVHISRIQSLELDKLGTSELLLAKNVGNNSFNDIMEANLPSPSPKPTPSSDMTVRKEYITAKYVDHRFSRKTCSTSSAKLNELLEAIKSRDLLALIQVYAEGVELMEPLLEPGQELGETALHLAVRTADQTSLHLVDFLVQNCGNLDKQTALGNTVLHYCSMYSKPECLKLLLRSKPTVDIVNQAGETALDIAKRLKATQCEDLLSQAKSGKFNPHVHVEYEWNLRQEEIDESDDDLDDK
DDE Tn6 FP inh = disrupts Tn6 cyclic peptide binding to fibrin D-Dimer-E complex. AID 720509. Fibrin DD(E) TRITC-Tn6 fluorescence polarization displacement. P02675. inhibition, % at 8.3 µM. 370,000 compounds, 0.21% hits;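 active = inhibition above a per-campaign cutoff: mean of compounds within control limits plus 3 SD, cut at about 15% in these data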;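 note: 0% = median of all compound wells on the plate and 100% = blocking peptide control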
rCAG RNA binder = r(CAG) repeat RNA binding; inhibition, % at 3 µM; TO-PRO-1 dye displacement fluorescence; 370,000 compounds, 1.3% hits;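 active = inhibition above the plate cutoff, the mean of all test compounds on that plate plus 3 SD, cut at about 35% in these data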;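 note: 0% = DMSO alone and 100% = 100 µM mitoxantrone as full dye displacement; higher means more dye released from RNA so lower well fluorescence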
NPR1 activator = GC-A (human) enzyme activation | P16066 | HEK293 GC-A cells, cGMP TR-FRET, EC30 ANP; 0% at EC30 ANP, 100% saturating ANP | activation, % at 10 µM | 370,000 compounds, 0.14% hits; in the data active = activation above about 40%
NPR2 activator = GC-B (human) receptor activation; P20594; HEK293-GC-B cells, CNP EC30, cGMP TR-FRET; 0% at EC30 CNP, 100% saturating CNP; activation, % at 10 µM; 370,000 compounds, 0.11% hits; AID 1920062;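 active = activation at 10 µM reaching about 35% in either raw or pattern-adjusted values, limit read from the data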
ARFGAP1 inh = inhibitors of rat ARFGAP1. Arfgap1-stimulated ARF1 GTP hydrolysis, GDP FP detection. inhibition, % at 16.5 µM. 360,000 compounds, 0.26% hits;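 active = inhibition above a per-plate limit, mean inhibition of low control wells plus 3 SD, cut at about 25% in these data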;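 note: 0% = DMSO wells with enzyme and 100% = wells lacking Arfgap1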
Target sequence (Q62848 1-136 limits assumed): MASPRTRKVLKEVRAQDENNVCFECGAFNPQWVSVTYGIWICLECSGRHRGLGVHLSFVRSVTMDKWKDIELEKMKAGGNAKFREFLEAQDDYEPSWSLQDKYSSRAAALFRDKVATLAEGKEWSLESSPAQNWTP
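Material: rat Arfgap1 catalytic domain, aa 1-136; also added: human ARF1(Δ1-17)-GTP substrate; compound dosing: one concentration, 16.5 µM, DMSO 1.26%; incubation: GTP hydrolysis reaction 2 h at 25 °C; measured by: Tracer-displacement fluorescence polarization with EDTA stop, 620/688 nm; evaluation: % inhibition from polarization; repeats: one replicate per compound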
GAA850 FXN act = activators of GAA850 frataxin (FXN) promoter; 360,000 compounds, 0.56% hits; HEK293 lucGAA850 FXN promoter luciferase reporter, 24 h; percent of 10 µM SAHA response; activation, % at 6 µM;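 active = activation above the average of all compounds screened plus 3 SD, cutoff fixed separately per campaign, cut at about 7.5% in these data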;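 note: 0% = DMSO wells and 100% = 10 µM SAHA wells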
proKLK7 act = activators of human kallikrein-7 zymogen; P49862; purified proKLK7, EDANS-DABCYL substrate fluorescence; 100% is mature enzyme control, 0% vehicle; activation, % at 7 µM; 370,000 compounds, 0.9% hits; AID 652039;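 active = activation above the mean of all tested compounds plus 3 SD, computed per campaign excluding outliers beyond control limits, cut at about 13% in these data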
sPLA2-III inh = Blocks human group III sPLA2 activity; Q9NZ20; QFRET BODIPY PC-A2 liposome hydrolysis, fluorescence; inhibition, % at 12.2 µM; 370,000 compounds, 0.56% hits; AID 743126;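 active = inhibition above mean plus 3 SD of compounds lying within the high and low control bounds, cut at about 19% in these data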;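 note: 0% = median of test compound wells and 100% = no enzyme DMSO wells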
An asterisk follows results filed as active; i = inactive; · = not tested or not shown.

smiles,ADAM10 inh,ASAP1 GAP inh,DDE Tn6 FP inh,rCAG RNA binder,NPR1 activator,NPR2 activator,ARFGAP1 inh,GAA850 FXN act,proKLK7 act,sPLA2-III inh
CCC1SC(CC)C(=O)N(CC(=O)NC2CCCCC2)C1=O (stereo not drawn),2,20,7,-5,3,0,3,-0.4,0.0,1
Cn1c(NC(=O)C(C)(C)Oc2ccc(Cl)cc2)cc(=O)n(C)c1=O,-1,3,-1,2,-1,3,-1,-0.6,-0.1,0
CCN(C[C@H]1N[C@@](CC)(C(=O)OC)[C@H]2C(=O)N(Cc3ccccc3)C(=O)[C@@H]12)C(=O)COC,-11,5,0,-1,1,-3,0,-1.7,0.3,5
COc1cc(OC)c2c(=O)c3c(C(=O)O)c(O)ccc3oc2c1,-34,-9,-1,5,3,1,-6,·,3.8,-4
O=C(c1ccco1)N1CCN(C2CN(CCc3ccccc3)S(=O)(=O)C2)CC1 (stereo not drawn),-3,-2,-2,2,5,5,4,·,0.2,7
c1ccc(NCc2ccccn2)cc1,-9,3,4,-2,1,1,-2,2.5,0.5,3
Cc1ccc(N(Cc2ccco2)C(=O)c2ccc(N3CCCCC3)c([N+](=O)[O-])c2)cc1,5,-12,-3,5,-2,-2,-6,1.6,1.1,-1
CCOC(=O)C[n+]1ccc2c([nH]c3ccccc32)c1C,i,17,-8,0,7,3,1,0.9,36*,-3
CCNc1nc(Cl)nc(NCc2ccccc2)n1,6,4,5,1,-6,-1,-8,1.3,0.5,3
CCN(CC(=O)Nc1c(F)cccc1F)C(=O)/C=C/c1ccc2ccccc2n1,-5,-14,10,28,-11,-3,7,1.8,-0.1,9
COc1cc(C)nc(Oc2ccc(=O)n(C)n2)n1,-1,-6,-1,1,4,-5,-3,-1.6,0.0,9
CCN(CC)S(=O)(=O)c1ccc(O)c(C(=O)OCC(=O)N2CCCC2)c1,-34,3,-1,-1,-2,1,1,-0.7,-1.6,2
COc1ccc(C(=O)C2CCCN(Cc3c[nH]c4ccccc34)C2)c(OC)c1 (stereo not drawn),-3,-5,3,4,-19,-11,-14,-1.5,0.5,-33
Cc1ccc(CNC(=O)c2cc3ccccc3oc2=O)cc1,-44,2,-7,-7,1,-5,8,-0.7,0.2,2
O=C(Cc1ccc2c(c1)OCCO2)N/N=C/c1ccco1,-12,2,2,3,2,0,-9,0.1,-0.7,0
CCN(CC)c1ccc(/C=C(/C#N)c2nc3ccc(C)cc3[nH]2)c(OC(C)C)c1,12,16,0,-63,·,·,-1,-0.2,-2.5,-79
COc1ccc(OCC2c3cc(OC)c(OC)cc3CCN2C(=O)C(C)C)cc1 (stereo not drawn),1,2,0,-10,1,1,-7,1.2,0.2,2
COc1cc2c(cc1OC)C1CC(=O)C(CC(C)C)CN1CC2 (stereo not drawn),-13,5,0,-9,-4,-2,7,1.0,-3.0,-5
CSc1nsc(SC)c1NC(=O)N1CCCC1,-5,-4,-1,0,0,2,4,-1.0,0.7,3
CCOc1ccc(-n2c(SC(C)C(=O)OC)nc3c(c2=O)SCC3)cc1 (stereo not drawn),-1,0,4,-7,11,8,5,-0.9,0.0,0
C=CCN1CN(S(=O)(=O)c2cccc(Cl)c2)c2nc3ccccc3nc21,-299,0,-3,0,2,-2,-2,1.6,-0.4,-2
CCOC(=O)N1CCN(C(=O)c2cnsn2)CC1,-5,-9,6,-2,0,4,4,0.8,-0.6,6
Cc1ccc(S(=O)(=O)N(C)CC(=O)OCC(=O)N2CC(=O)Nc3ccccc32)cc1,-2,6,7,-3,0,5,-13,-1.4,0.1,-4
Cn1c(CCC(N)=O)nnc1SCC(=O)Nc1ccccc1C(=O)NC1CC1,-6,-3,-6,0,4,-2,-5,0.9,0.2,13
O=[N+]([O-])c1cc([N+](=O)[O-])c(Oc2cccc3c2CCCC3)cc1NN1CCCCC1,-5,7,-6,4,0,3,-6,1.9,0.5,0

3 compounds out of the list above, ordered by the value under ASAP1 GAP inh, smallest number first:
mol	ADAM10 inh	ASAP1 GAP inh	DDE Tn6 FP inh	NPR1 activator	NPR2 activator	ARFGAP1 inh	proKLK7 act	sPLA2-III inh
C=CCN1CN(S(=O)(=O)c2cccc(Cl)c2)c2nc3ccccc3nc21	-299	0	-3	2	-2	-2	-0.4	-2
c1ccc(NCc2ccccn2)cc1	-9	3	4	1	1	-2	0.5	3
CCNc1nc(Cl)nc(NCc2ccccc2)n1	6	4	5	-6	-1	-8	0.5	3

Another view of part of the listing above:
Values run as follows: ADAM10 inh, ASAP1 GAP inh, DDE Tn6 FP inh, rCAG RNA binder, NPR1 activator, NPR2 activator, ARFGAP1 inh, GAA850 FXN act, proKLK7 act, sPLA2-III inh
- O=C(Cc1ccc2c(c1)OCCO2)N/N=C/c1ccco1
→ -12, 2, 2, 3, 2, 0, -9, 0.1, -0.7, 0
- CCN(CC)c1ccc(/C=C(/C#N)c2nc3ccc(C)cc3[nH]2)c(OC(C)C)c1
→ 12, 16, 0, -63, ·, ·, -1, -0.2, -2.5, -79
- COc1ccc(OCC2c3cc(OC)c(OC)cc3CCN2C(=O)C(C)C)cc1 (stereo not drawn)
→ 1, 2, 0, -10, 1, 1, -7, 1.2, 0.2, 2
- COc1cc2c(cc1OC)C1CC(=O)C(CC(C)C)CN1CC2 (stereo not drawn)
→ -13, 5, 0, -9, -4, -2, 7, 1.0, -3.0, -5
- CSc1nsc(SC)c1NC(=O)N1CCCC1
→ -5, -4, -1, 0, 0, 2, 4, -1.0, 0.7, 3
- CCOc1ccc(-n2c(SC(C)C(=O)OC)nc3c(c2=O)SCC3)cc1 (stereo not drawn)
→ -1, 0, 4, -7, 11, 8, 5, -0.9, 0.0, 0
- C=CCN1CN(S(=O)(=O)c2cccc(Cl)c2)c2nc3ccccc3nc21
→ -299, 0, -3, 0, 2, -2, -2, 1.6, -0.4, -2
- CCOC(=O)N1CCN(C(=O)c2cnsn2)CC1
→ -5, -9, 6, -2, 0, 4, 4, 0.8, -0.6, 6
- Cc1ccc(S(=O)(=O)N(C)CC(=O)OCC(=O)N2CC(=O)Nc3ccccc32)cc1
→ -2, 6, 7, -3, 0, 5, -13, -1.4, 0.1, -4
- Cn1c(CCC(N)=O)nnc1SCC(=O)Nc1ccccc1C(=O)NC1CC1
→ -6, -3, -6, 0, 4, -2, -5, 0.9, 0.2, 13
- O=[N+]([O-])c1cc([N+](=O)[O-])c(Oc2cccc3c2CCCC3)cc1NN1CCCCC1
→ -5, 7, -6, 4, 0, 3, -6, 1.9, 0.5, 0

Next results follow.
smiles,ADAM10 inh,ASAP1 GAP inh,DDE Tn6 FP inh,rCAG RNA binder,NPR1 activator,NPR2 activator,ARFGAP1 inh,GAA850 FXN act,proKLK7 act,sPLA2-III inh
CC(OC(=O)C1CC1)C(=O)Nc1cccc(S(=O)(=O)N2CCOCC2)c1 (stereo not drawn),-12,-15,-6,1,0,1,-14,-0.5,0.2,10
CC(=O)c1ccc(S(=O)(=O)N2CCN(C(=O)c3cccc(S(=O)(=O)N4CC(C)OC(C)C4)c3)CC2)cc1 (stereo not drawn),-8,1,-5,5,-1,-1,-1,-1.6,0.3,-5
COC(=O)c1cc(N=Nc2sc(N)nc2C)cc(C(=O)OC)c1,-7,16,-5,7,-1,-1,-2,0.6,0.2,7
Cc1ccccc1NC(=O)c1sc(Cl)nc1C,8,3,-4,-4,2,4,-9,2.0,-0.3,11
Cc1ccc(C(=O)NNC(=O)c2csc(N3CCOCC3)n2)o1,-2,4,1,2,0,-4,23,1.3,-1.1,0
O=C(CS(=O)(=O)c1ccccc1)Nc1nnc(Cc2ccccc2)s1,-6,-10,6,8,-1,1,-4,-0.3,0.3,-13
COc1ccc(C(=O)CCC(=O)N2CCN(c3cccc(Cl)c3)CC2)cc1,-1,5,4,4,-3,2,-4,1.8,0.2,-2
O=C(CNC(=O)N1CC(=O)Nc2ccccc21)Nc1ccc(F)c(Cl)c1,-1,4,1,0,-5,-2,3,-0.1,-0.2,-3
CCC(=O)N1CCc2cc(S(=O)(=O)CCC(=O)O)ccc21,1,-5,1,-2,5,2,-2,2.0,0.4,5
O=C(c1ccc([N+](=O)[O-])cc1Cl)N1CCN(c2ccccn2)CC1,-1,11,-4,-3,-3,-8,6,-0.4,-0.6,11
CC(=O)N1CCN(c2ccc(N3CCN(Cc4ccccc4)[C@H](C)C3)c(C)c2)[C@H](C)C1,-11,3,4,0,2,10,-4,·,1.0,8
COc1cc(OC)nc(Nc2nc(C(N)Cc3ccccc3)cs2)n1 (stereo not drawn),0,-3,1,21,-23,-16,-3,-1.5,-0.3,2
C[C@H](CO)N1C[C@H](C)[C@@H](CN(C)C(=O)Nc2ccc(C(F)(F)F)cc2)Oc2ccc(NC(=O)Nc3ccccc3)cc2C1=O,16,15,7,5,5,0,30*,0.7,0.9,-27
Cc1cccc(NC(=O)CSCC(=O)N(CCC(C)C)c2c(N)n(Cc3ccccc3)c(=O)[nH]c2=O)c1,1,-10,-3,-5,0,1,2,-2.7,-0.2,-26
CCC(=NNS(=O)(=O)c1ccc(C)cc1)c1ccccc1,-2,-4,9,1,-4,0,-3,1.0,-1.0,-10
Fc1ccc(-n2cc(CNCCc3ccncc3)c(-c3ccccc3Cl)n2)cc1,-2,2,4,-4,0,-3,-7,0.5,-0.5,-5
CN1CCN(Cc2nc(Cc3cccc(F)c3)no2)CC1c1ccccc1 (stereo not drawn),-3,10,0,-5,-2,-2,-4,0.2,0.2,-4
COC(=O)[C@@H]1C[C@@]2(c3ccccc3)c3ccccc3N(S(=O)(=O)c3ccccc3)[C@H]2N1C(=O)CNC/C=C(\C)CCC=C(C)C,4,·,2,11,-8,-4,·,·,-0.1,-10
Cc1ccc(NC(=O)Cn2c(=O)cnc3ccccc32)cc1S(=O)(=O)N1CCOCC1,-78,0,2,7,-5,-3,-1,-2.2,0.5,-3
COC(=O)C1=C(C)N(Cc2cccc(C(F)(F)F)c2)C(=NCC2CC2)NC1c1ccc(F)cc1 (stereo not drawn),-10,-5,2,8,-20,-19,-2,·,0.7,-4
CNC(=O)N(C1=NCC(C)(C)S1)c1ccc(F)c(Cl)c1,11,-15,-9,0,11,-8,-11,2.1,0.2,-4
OC[C@@H]1CN(Cc2ccc3c(c2)OCO3)C[C@H](n2cnc3c(NC4CC4)ncnc32)O1,1,-18,-2,0,1,-1,6,1.1,0.6,4
O=C(CCCC(=O)N(c1ccc(F)cc1)C(C(=O)NC1CCCC1)c1ccc(O)cc1)Nc1ccccn1 (stereo not drawn),-4,8,-7,-2,-2,1,-2,0.3,0.5,-12
O=C(Nc1nnc(-c2cccs2)o1)c1ccco1,-9,-12,13,2,0,-4,2,-0.4,0.0,-1
CCOC(=O)CSc1nc2ccc(C)cc2n2cnnc12,0,-2,-1,-1,5,2,-4,-1.0,0.6,-4
COC(=O)N1CCC[C@H]1c1cccc2[nH]cc(C)c12,-14,·,-2,5,0,-6,·,·,0.7,-8
CCn1c(=O)c2sccc2n(Cc2cccc(C)c2)c1=O,14,-2,2,-4,-1,4,-4,0.1,0.4,4
c1ccc(-c2nccc(-c3ccc(-n4cnc5ccccc54)cc3)n2)cc1,1,4,-1,6,-3,-1,8,0.0,0.2,-7
O=C(Cn1c(=O)cnc2ccccc21)N1CCN(S(=O)(=O)c2cccc([N+](=O)[O-])c2)CC1,-2,10,-5,1,-5,-5,12,1.1,-0.4,11
